Screening results from PubChem.
hERG rescue: compounds protecting human hERG from proarrhythmic drug block; Q12809; CHO-hERG, FluxOR thallium flux, dofetilide IC70 present; activation (rescue from dofetilide block), less the hit threshold, % at 10 µM; 310,000 tested, 0.51% active; AID 1511;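 active means activation above the mean of controls blocked by dofetilide plus 5 SD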;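 further: thallium influx through hERG after potassium depolarization seen as dye fluorescence rise; in these data hits start at about 4.7%; inactives centre near -7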
KCNQ1 inh: inhibitors of human KCNQ1 potassium channel | P51787 | CHO-K1 KCNQ1, FluxOR thallium flux fluorescence; active compounds read high | B-score at 10 µM | 310,000 tested, 1.3% active;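 active means compounds whose thallium flux B-score, printed positive for inhibition, exceeds three library SD while starting fluorescence stays within three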;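 further: channel opened by potassium depolarization with thallium stimulus after 20 min compound exposure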
Target sequence (P51787 whole entry, looked up): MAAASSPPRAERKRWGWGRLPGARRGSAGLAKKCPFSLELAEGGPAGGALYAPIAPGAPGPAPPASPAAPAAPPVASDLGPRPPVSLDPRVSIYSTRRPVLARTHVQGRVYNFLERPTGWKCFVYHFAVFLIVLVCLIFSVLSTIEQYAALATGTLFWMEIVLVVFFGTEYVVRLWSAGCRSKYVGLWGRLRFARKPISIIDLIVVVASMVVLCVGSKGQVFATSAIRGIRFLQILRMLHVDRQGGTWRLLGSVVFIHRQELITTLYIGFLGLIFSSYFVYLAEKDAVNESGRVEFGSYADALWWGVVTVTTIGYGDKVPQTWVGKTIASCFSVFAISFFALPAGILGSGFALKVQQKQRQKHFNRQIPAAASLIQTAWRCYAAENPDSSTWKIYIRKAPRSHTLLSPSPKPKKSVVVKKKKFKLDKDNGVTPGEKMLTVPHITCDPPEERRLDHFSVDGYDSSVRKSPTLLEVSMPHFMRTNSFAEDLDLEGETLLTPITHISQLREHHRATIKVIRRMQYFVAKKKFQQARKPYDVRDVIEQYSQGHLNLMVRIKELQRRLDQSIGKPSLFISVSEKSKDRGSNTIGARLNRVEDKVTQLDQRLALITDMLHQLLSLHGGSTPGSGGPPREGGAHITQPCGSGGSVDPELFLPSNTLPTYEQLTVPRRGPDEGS
HDAC3 inhib: inhibitors of human histone deacetylase 3. AID 2718. 320,000 tested, 0.15% active. recombinant HDAC3, fluorogenic peptide/trypsin coupled, fluorescence. inhibition, % at 8.3 µM; in the data active means inhibition above about 26%, passing the limit was not always enough; inconclusive means no clear call, values can overlap the other calls
Target sequence (O15379 whole entry, looked up): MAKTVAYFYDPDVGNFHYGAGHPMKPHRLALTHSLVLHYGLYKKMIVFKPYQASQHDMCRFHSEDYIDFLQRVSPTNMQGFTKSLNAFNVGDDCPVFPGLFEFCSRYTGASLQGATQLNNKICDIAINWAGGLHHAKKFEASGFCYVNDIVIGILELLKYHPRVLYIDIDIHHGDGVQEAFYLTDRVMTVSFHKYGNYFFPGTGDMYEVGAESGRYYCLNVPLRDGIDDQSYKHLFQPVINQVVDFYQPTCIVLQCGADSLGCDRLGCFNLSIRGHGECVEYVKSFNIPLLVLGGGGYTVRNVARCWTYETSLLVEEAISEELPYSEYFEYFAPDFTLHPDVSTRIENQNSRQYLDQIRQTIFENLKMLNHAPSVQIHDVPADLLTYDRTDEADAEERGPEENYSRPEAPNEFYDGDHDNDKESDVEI
Dyrk1A ADPGlo: inhibitors of rat Dyrk1A kinase; ADP-Glo luminescence, NFATc1 peptide; inhibition, % at 12.5 µM; 310,000 tested, 0.43% active; AID 504441; in the data active means inhibition above about 50%;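 further: plate controls were vehicle with enzyme for no effect and no enzyme for full effect; many of its hits are not listed in these tables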
GSK3A inh: human GSK-3 alpha kinase inhibition; 320,000 tested, 0.1% active; AID 2650; inhibition, % at 10 µM; P49840; ADP-Glo luminescence, 60 min;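 in the data active means inhibition above about 50%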;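 further: GST-tagged GSK-3 alpha with peptide substrate and 25 µM ATP; 0% = DMSO neutral wells and 100% = GW8510 positive control wells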
KCNQ1 act: potentiators or activators of human KCNQ1 potassium channel | 310,000 tested, 0.35% active | AID 2648 | CHO-K1 KCNQ1, thallium flux FluxOR fluorescence; active compounds read high | B-score at 10 µM;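 active means fluorescence ratio B-score, a plate-corrected score, at least three library SD, with initial intensity B-score within 5 SD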
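Medium – assay buffer, equal DMSO in all wells · Material – CHO-K1 cell line with stable KCNQ1 potassium channel expression · Signal – kinetic FluxOR thallium fluorescence, 10-s 1-Hz baseline, 110-s post-stimulus read · Compound – single concentration per compound, DMSO matched to controls · Schedule – 37 °C overnight plating, 90-min dark dye load, 20-min compound pretreatment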
KCNK9 inh: blocks the human KCNK9 two-pore domain potassium channel | Q9NPC2 | HEK293 KCNK9, FluxOR thallium flux fluorescence; active compounds read low | B-score at 10 µM | 310,000 tested, 1.2% active | AID 488922;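 active means ratio B-score over 3 SD below the library mean, with starting fluorescence within 5 SD of its mean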;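 further: negative B-score means less thallium flux so channel inhibition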
KCNK3 inh: human KCNK3 channel inhibition, primary screen; AID 602410; B-score at 10 µM; CHO-KCNK3 thallium flux, FluxOR fluorescence; active compounds read low; 340,000 tested, 0.84% active; O14649;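 active means B-score under library mean minus 4 SD, starting fluorescence ratio at most library mean plus 5 SD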;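 further: more negative B-score means stronger inhibition of thallium flux through KCNK3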
GSK3beta inhib: human GSK3beta kinase inhibition; P49841; AID 2097; 300,000 tested, 0.038% active; activity score (negative = inhibition), % at 10 µM; GST-GSK3beta kinase, ADP-Glo luminescence, 60 min; active compounds read low;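 active means more than half of replicate wells score below -50%, meaning over 50% inhibition versus plate controls; inconclusive means some replicates but at most half score below -50%; inactive means no replicate scores below -50%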;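 further: 0% = median DMSO wells and -100% = median GW8510 positive control wells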
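Test system: GST-fused GSK3beta enzyme, cell-free | Quantity: 1.6 ng GST-GSK3beta enzyme per well | Reagent: 25 µM ATP with peptide substrate | Schedule: 60 min enzyme reaction, room temperature | Signal: Luminescent ADP-Glo measurement of ADP formed | Read-out basis: Score relative to plate controls | Control set: DMSO and 20 µM GW8510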
PolyA inh: inhibitors of polyadenylation in S. cerevisiae | S. cerevisiae SKY197-pL101 polyadenylation reporter, beta-gal luminescence; efflux-impaired pdr1/pdr3 knockout yeast; score 100 = 6 SD above DMSO | calls only at 12 µM | 300,000 tested, 0.02% active | AID 1875;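 active means lowest replicate activity score at least 50, where 100 means six control SD above control mean; inconclusive means lowest score under 50 but half or more replicates reach 50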;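 further: yeast exposed to compound for 9 h at 30 °C; higher score means more reporter readthrough which indicates perturbed polyadenylation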
RGS4 pot: RGS4 potentiation or activation; B-score at 10 µM; 310,000 tested, 0.92% active; HEK293 M3R/inducible RGS4, carbachol calcium flux Fluo4; active compounds read low;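 active means B-score of the integrated calcium signal more than 4 SD below the library mean, with starting fluorescence not abnormally high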;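 further: negative B-score means reduced calcium response which marks RGS4 activation or potentiation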
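System: HEK293 FlpIn-TREx cells, stable M3R, doxycycline-inducible RGS4. Timing: overnight RGS4 induction, 30 min dye load 37 °C, 20 min compound RT. Also added: carbachol, ECmax concentration. Measured by: Fluo4 fluorescence kinetic imaging of calcium. Evaluation: integrated calcium ratio converted to B score.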
Active calls of the source: *; i = inactive; ? = inconclusive; · = no result given.

SMILES	hERG rescue	KCNQ1 inh	HDAC3 inhib	Dyrk1A ADPGlo	GSK3A inh	KCNQ1 act	KCNK9 inh	KCNK3 inh	GSK3beta inhib	PolyA inh	RGS4 pot
CCOc1ccc(CN(C)C(=O)CNC(=O)c2cc(OC)c(OC)c(OC)c2)cc1	-2	i	-4	2	1	i	i	i	4	i	i
O=C(c1ccc(S(=O)(=O)N2CCCCC2)cc1)N(c1ccccn1)C1CCCCC1	-15	i	-4	2	-3	i	i	i	-3	i	i
O=C(COc1ccc(S(=O)(=O)Nc2ccccc2)cc1)N1CCOCC1	-1	i	0	-1	-1	i	i	i	0	i	i
O=C(NCc1ccco1)c1cc(-c2cccs2)on1	-15	i	1	0	4	i	i	i	2	i	i
CCc1ccc(S(=O)(=O)n2c(C)nc3ccccc32)cc1	-8	i	0	5	-4	i	i	i	0	i	i
CO/N=C(/CS(=O)Cc1ccccc1Cl)c1ccc(Cl)cc1Cl (centres undefined)	-1	i	7	·	-6	i	i	i	-1	i	i
O=C(NCCOc1ccccc1)c1ccccc1	-8	i	1	11	0	i	i	i	1	i	i
COc1ccccc1C(=O)NNC(=O)Cc1ccccc1	-7	i	10	5	-3	i	i	i	-2	·	i
CCCCC1OC23CCCCC2C(C#N)(C(=N)O3)C1(C#N)C#N (centres undefined)	-8	i	-10	1	5	i	i	i	1	i	i
O=C(c1cccs1)N1CCN(C(=O)C2CCCO2)CC1 (centres undefined)	-9	i	-8	-10	-1	i	i	i	2	i	i
COc1ccc(-c2[nH]ncc2CN2CCN(C(=O)c3cccs3)CC2)c(F)c1	-5	i	3	-1	-2	i	i	i	3	i	i
CCC(=O)Nc1ccc(C2=Nn3c(nnc3C(C)C)SC2)cc1	-4	i	2	0	-1	i	i	i	0	i	i
CCOCCCNC(=O)C1CCCN1C(=O)Nc1ccccc1[N+](=O)[O-] (centres undefined)	-8	i	2	0	-3	i	i	i	2	i	i
C/C(=N\NC(=O)CNC(=O)c1ccccc1Br)c1ccco1	-4	i	4	-2	-1	i	i	i	1	i	i
CC1(C(=O)NCCN2CCOCC2)C=CCN1C(=O)c1ccccc1 (centres undefined)	-9	i	-4	1	0	i	i	i	0	i	i
Cc1ccc(/C=N/NC(=O)Cn2nnc(N)n2)cc1	-7	i	-8	-2	-1	i	i	i	-2	i	i
O=C(CN1CCN(c2cccc(Cl)c2)CC1)Nc1ccc([N+](=O)[O-])cc1C(=O)Nc1ccccc1F	-29	i	8	-29	·	i	i	i	0	i	i
O=c1oc2cc(Cl)ccc2n1CSc1nc2ccccc2s1	-8	i	2	2	0	i	-6.6*	i	-3	i	i
CCCC(=O)Nc1ccc2c(c1)nc1n2CCOC1	-5	i	-6	-5	-1	i	i	i	-1	i	i
Cc1nn(-c2ccc(C(=O)O)cc2)c(=O)c2ccccc12	-12	i	9	4	-2	i	i	i	0	i	i
CC(C)(C)NCCOCCOc1ccccc1-c1ccccc1	-11	i	·	5	·	i	i	i	1	i	i
CCOC(=O)C(NC(=O)c1cccc(Cl)c1)(OCc1ccc(F)cc1)C(F)(F)F (centres undefined)	-14	i	3	1	-3	i	i	i	0	i	i
Fc1ccc(C(c2nnnn2Cc2cccs2)N2CCN(c3ccccc3)CC2)cc1 (centres undefined)	-11	i	7	13	-2	i	-7.4*	-10*	0	i	i
COCCCn1c(=O)c2sccc2n(Cc2cccc(C)c2)c1=O	-6	i	-2	0	-1	i	i	i	-3	i	i
CCCOc1nc2c(c(=O)n(C)c(=O)n2C)n1CCC	2	i	-4	3	-2	i	i	i	2	i	i
CC(C)CNS(=O)(=O)c1ccc2c(c1)OCCO2	-3	i	0	-1	-1	i	i	i	1	i	i
COc1cccc(CNS(=O)(=O)c2ccc3c(c2)oc(=O)n3C)c1	-9	i	1	2	1	i	i	i	-5	i	i
COC(=O)CCCC1=CC2=CC(=O)C(C)(OC(=O)c3cccs3)C(=O)C2=CN1Cc1ccco1 (centres undefined)	-8	i	6	-2	1	i	i	i	-3	i	i
COc1ccccc1N1CCN(C(=O)C(=O)c2c[nH]c3ccccc23)CC1	-10	i	3	-4	0	i	i	i	0	i	i
COc1cccc(NC(=O)c2ccc3c(c2)N(CC(=O)N2CCOCC2)C(=O)C(C)(C)O3)c1	-9	i	4	0	-1	i	i	i	-1	i	i
Cc1cccc2c1nc(-c1ccccc1)n1nnnc21	-11	i	-10	7	-1	i	i	i	-1	i	i
O=S(=O)(c1cc(Cl)ccc1Cl)N1CCCC1	-4	i	0	2	-2	i	i	i	1	i	i
NC(=O)N/N=C/c1cccc(OCc2ccc(F)cc2)c1	-11	i	-9	1	1	i	i	i	-5	i	i
c1ccc(-c2cn(C[C@H]3CC[C@@H]([C@@H]4CC[C@H](Cn5cc(-c6ccccn6)nn5)O4)O3)nn2)nc1	-11	i	-1	-1	-1	i	i	i	6	i	i
O=C(O)c1ccc(S(=O)(=O)N(Cc2cccs2)CC2CCCO2)cc1 (centres undefined)	-9	i	2	3	-4	i	i	i	-3	i	i
Cc1ccc(C(=O)Nc2nc(=O)n(C(=O)C3CC3)s2)cc1	5.0*	i	0	-36	-2	i	i	i	-1	i	i
Cc1cccc(-n2nnnc2SCC(=O)NCCN2C(=O)CSC2=O)c1	-5	i	-4	17	-3	i	i	i	3	i	i
CSc1nc(Sc2ccccc2Cl)c2ccccc2n1	-2	i	-5	12	-3	i	i	i	4	i	i
Cc1cc(C)c(C(=O)CSc2nc(C)cc(=O)[nH]2)c(C)c1	-4	i	5	-5	-3	i	i	i	·	i	i
CCC(C)N(C(=O)c1csnn1)C(C(=O)NCc1ccc(F)cc1)c1ccccc1F (centres undefined)	-7	i	0	-4	0	i	i	i	·	·	i
O=C(CN1C(=O)CCS(=O)(=O)c2ccccc21)Nc1ccc2c(c1)OCCO2	-5	i	·	-3	·	i	i	i	0	i	i
CNC(=O)c1c(NC(=O)C2=COCCO2)sc(C)c1C	-2	i	·	-3	·	i	i	i	3	i	i
Cc1cccc(Nc2nnc(SCC(=O)Nc3ccc(C(=O)O)cc3)s2)c1	-18	i	1	-2	-5	i	i	i	-2	i	i
CC1(C)Oc2ccc3ccc(=O)oc3c2/C(=N/O)C1=O	-2	i	1	-2	-3	i	i	i	1	i	i
CCN(CC(=O)NC(C)C)C(=O)C(CCSC)NC(=O)c1ccccc1OC (centres undefined)	-9	i	1	-4	-1	i	i	i	0	i	i
O=C(CCc1ccccc1)Nc1ccnn1C1CCN(C/C=C/c2ccccc2)CC1	-7	i	?	-5	-2	i	i	i	-5	i	i
CC(C)Cn1c(=O)c2sccc2n2c(CCCC(=O)NC3CCN(Cc4ccccc4)CC3)nnc12	-9	i	2	·	-3	i	i	i	-3	i	i
Cc1ccc(N2CC(NC(=O)C(=O)c3c(C)[nH]c4ccccc34)CC2=O)cc1C (centres undefined)	-14	i	3	7	-2	i	i	i	0	i	i
CCOC(=O)Nc1nnc(CCc2ccccc2)s1	-3	i	1	5	-2	i	i	i	-1	i	i
C=Cn1cc[n+](CC(=O)c2ccc(OC)c(OC)c2)c1	-13	i	3	-2	0	i	i	i	1	i	i
Continuation.
SMILES	hERG rescue	KCNQ1 inh	HDAC3 inhib	Dyrk1A ADPGlo	GSK3A inh	KCNQ1 act	KCNK9 inh	KCNK3 inh	GSK3beta inhib	PolyA inh	RGS4 pot
COc1cc2cc(-c3ccc(OC)c(OC)c3C)nc(N)c2cc1OC	-4	i	0	·	1	i	i	i	2	i	i
O=C(Nc1ccccc1Cl)Nc1cccnc1Cl	-6	i	4	-3	-3	i	i	i	5	i	i
COc1ccc(NS(=O)(=O)c2ccc(-c3n[nH]c(=S)n3Cc3ccccc3)cc2)cc1	-14	i	5	7	0	i	i	i	2	i	i
COc1cccc(CNC(=O)C2CCC(=O)N(CC3CCCCC3)C2)c1OC (centres undefined)	-11	i	0	1	·	i	i	i	2	i	i
O=C1C[C@@H](c2ccc(O[C@@H]3O[C@H](CO)[C@@H](O)[C@H](O)[C@H]3O)cc2)Oc2cc(O)ccc21	-2	i	0	8	6	i	i	i	-2	·	i
O=C(CSc1nnc(C2COc3ccccc3O2)o1)NC1CCCCC1 (centres undefined)	0	i	-2	9	1	i	i	i	-2	i	i
CC(=O)N(C)c1ccc(NC(=S)NC(=O)/C=C/c2ccco2)cc1	-6	i	1	7	20	i	i	i	3	i	i
COc1ccc(C)cc1NC(=O)c1nnn(CCc2ccccc2)c1N	-4	i	3	0	·	i	i	i	2	i	i
CCOC(=O)C1CCCN(C(=O)c2cc3cc(F)ccc3[nH]2)C1 (centres undefined)	-10	i	-1	-5	-1	i	i	i	-2	i	i
Cc1ccc(CN(C(=O)c2ccc(Cl)c([N+](=O)[O-])c2)C2CCS(=O)(=O)C2)o1 (centres undefined)	-9	i	-4	1	·	i	i	i	-2	i	i
COc1cc(N)c(C(=O)c2nccc3cc(OC)c(OC)cc23)cc1OC	-8	i	3	1	-1	i	i	i	1	i	i
Cc1ccc(C(=O)COC(=O)c2cc(Cl)nc3ccccc23)cc1C	-6	i	2	2	0	i	i	i	1	i	i
O=C1Cn2c(nc3ccccc32)N1c1cccc(C(F)(F)F)c1	-6	i	-2	-9	-1	i	i	i	0	i	i
O=C(Cc1cccs1)NCCc1csc(-c2ccccc2)n1	-14	i	8	2	-1	i	i	i	-3	i	i
COc1ccc(CNC(=O)CCNS(=O)(=O)c2ccc3c(c2)oc(=O)n3C)cc1	-7	i	-18	·	·	i	i	i	2	i	i
O=[N+]([O-])c1ccc(Oc2cccc3cccnc23)c([N+](=O)[O-])c1	-10	i	1	0	1	i	i	i	-1	i	i
O=C(CN1C(=O)NC2(CCCCCCC2)C1=O)NCc1ccc2c(c1)OCO2	-12	i	1	-4	1	i	i	i	-3	i	i

Molecules shown so far containing a CF3 group, in the order listed:
SMILES	hERG rescue	KCNQ1 inh	HDAC3 inhib	Dyrk1A ADPGlo	GSK3A inh	KCNQ1 act	KCNK9 inh	KCNK3 inh	GSK3beta inhib	PolyA inh	RGS4 pot
CCOC(=O)C(NC(=O)c1cccc(Cl)c1)(OCc1ccc(F)cc1)C(F)(F)F (centres undefined)	-14	i	3	1	-3	i	i	i	0	i	i
O=C1Cn2c(nc3ccccc32)N1c1cccc(C(F)(F)F)c1	-6	i	-2	-9	-1	i	i	i	0	i	i

Only part of the results is shown, so the mix of outcomes need not match the whole.
